Screening results deposited in PubChem BioAssay by several laboratories.
Shn3 inh set2: reduces Shn3 3'UTR luciferase signal in osteoblasts; Clone20 osteoblast Shn3 3'UTR firefly luciferase, 24 h; inhibition, % at 12.5 µM; actives 0.52% (n = 360,000);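 active = mean inhibition of at least 75% with every replicate also reaching 75%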;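 also: 0% = median of neutral control wells and 100% = pilot-screen positive control compound; some compounds past the cut are filed as inactive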
HIF-2a block: blocks HIF-2a reporter activity | 786-0 RCC cells HIF-2a reporter, luciferase luminescence, overnight | inhibition, % at 18.8 µM | actives 0.72% (n = 360,000) | AID 624352;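 active = inhibition of the luminescence signal of 40% or more relative to plate controls, in a single-dose primary screen at 18.75 µM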
NR2E3 ag-1: agonists of human nuclear receptor NR2E3; AID 2300; GST-NR2E3/biotin-RetCOR TR-FRET, 1536-well; inhibition of corepressor binding, % at 4.78 µM; actives 0.12% (n = 320,000);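 active = percent inhibition above the cutoff of mean plus 3 SD of all tested compounds, set per screening campaign, cut at about 20% in these data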;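 also: 0% = DMSO wells and 100% = biotin wells as full block of FRET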
Target sequence (Q9Y5X4 whole entry, looked up): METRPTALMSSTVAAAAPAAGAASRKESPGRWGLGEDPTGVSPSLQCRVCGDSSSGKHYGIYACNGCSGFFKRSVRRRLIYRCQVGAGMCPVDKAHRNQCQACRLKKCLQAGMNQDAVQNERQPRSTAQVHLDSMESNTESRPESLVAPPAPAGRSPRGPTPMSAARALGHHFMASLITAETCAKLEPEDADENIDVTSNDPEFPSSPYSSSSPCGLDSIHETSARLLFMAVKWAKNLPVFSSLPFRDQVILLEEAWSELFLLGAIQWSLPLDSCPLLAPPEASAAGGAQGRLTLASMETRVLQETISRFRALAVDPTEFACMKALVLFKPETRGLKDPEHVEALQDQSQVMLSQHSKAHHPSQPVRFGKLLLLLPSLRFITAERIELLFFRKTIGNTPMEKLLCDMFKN
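system = GST-tagged NR2E3 plus biotinylated RetCOR corepressor | input = 1.35 nM GST-NR2E3 | also added = 7 nM biotin-RetCOR | schedule = 5 h incubation at 4 °C | measured by = TR-FRET with europium anti-GST and streptavidin-D2, 340 nm excitation | read-out = percent loss of FRET ratio relative to control wells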
Peg3 prom inh: Peg3 promoter activity inhibition; actives 1.7% (n = 360,000); inhibition, % at 20 µM; HeLa PEG-Prom luciferase reporter, luminescence, overnight; AID 588405;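 active = inhibition of at least 50% at 20 µM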
KKLEB tox: CF airway cell cytotoxicity counter-screen; KKLEB CF airway cells viability, ATPlite luminescence, overnight; active compounds read low; cells stimulated with P. aeruginosa culture filtrate; activity change (cytotoxicity), % at 5 µM; actives 0.36% (n = 360,000); AID 602141;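 active = corrected activity change at or below -50% at 5 µM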
TWEAK-Fn14 inh: TWEAK-Fn14 signaling inhibition. TWEAK-stimulated Fn14 reporter cells, luciferase luminescence, 8 h. inhibition, % at 10 µM. actives 2% (n = 360,000). AID 1159606; in the data active = inhibition above about 50%
aDG glyco up: increases alpha dystroglycan glycosylation; actives 0.22% (n = 360,000); activation, % at 10 µM; Pro5-aDG cells, alpha-DG glycosylation AlphaScreen (IIH6); 0% Pro5, 100% B10-LARGE cell signal;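 active = activation of at least 8% versus controls, or a plate z-score of at least 8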;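 also: Pro5 are CHO cells carrying HIG-tagged alpha-DG that lacks glycosylation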
MITF TRPM1 inh: inhibitors of MITF-driven TRPM1 promoter in melanoma cells. actives 0.83% (n = 330,000). SK-MEL-5 TRPM1 promoter luciferase, 24 h. inhibition, % at 12.5 µM;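 active = mean inhibition across replicates of 60% or more, whatever share of single replicates reaches that level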; also: values of inactives mirror those of a sister screen read the other way
CF NFkB block: blocks PAF-induced NF-kB reporter in cystic fibrosis cells; KKLEB NF-kB-GFP reporter, GFP fluorescence overnight; inhibition, % at 5 µM; actives 0.86% (n = 360,000);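 active = at least 50% inhibition at 5 µM, scaled per plate between neutral and stimulator controls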;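 also: PAF is a Pseudomonas aeruginosa culture filtrate used as stimulus; plate controls were PAF-stimulated DMSO wells for no effect and unstimulated DMSO wells for full effect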
hiPSC survival: enhancers of human iPSC single-cell survival. hiPSC single-cell survival, ATPlite luminescence; 100% = ROCK inhibitor wells, 0% = DMSO. survival enhancement, % at 20 µM. actives 0.044% (n = 360,000); in the data active = survival enhancement above about 18%;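 also: cells exposed to compounds for 16 hours before the ATP read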
NR2E3 ag-2: activates human NR2E3 receptor | inhibition of corepressor binding, % at 3.98 µM | actives 0.35% (n = 360,000) | AID 602229 | CHO-S Gal4-NCOR/VP16-NR2E3 two-hybrid, luciferase;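 active = inhibition above the mean of all tested compounds plus 3 SD, cut at about 70% in these data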;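 also: 0% = DMSO with NR2E3 transfected cells and 100% = cells lacking NR2E3 construct; higher means lower luciferase signal from less NR2E3 corepressor binding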
Numbers without * were called inactive; / = no result given.

SMILES	Shn3 inh set2	HIF-2a block	NR2E3 ag-1	Peg3 prom inh	KKLEB tox	TWEAK-Fn14 inh	aDG glyco up	MITF TRPM1 inh	CF NFkB block	hiPSC survival	NR2E3 ag-2
C[C@@H]1CN([C@H](C)CO)S(=O)(=O)c2ccc(Br)cc2O[C@@H]1CN(C)C(=O)CN1CCOCC1	-3	8	/	-3	4	-13	-0.1	/	-2	1.2	0
O=C(Nn1cnnc1)c1cc2cc(Br)ccc2oc1=O	-3	8	-5	4	-26	-1	-0.1	-8	-20	-0.9	-15
Cc1nc(SCC(=O)NCC2CCCO2)c2oc3ccccc3c2n1 (stereo not drawn)	-6	9	3	5	4	25	0.1	2	-6	1.9	12
COc1ccccc1NS(=O)(=O)c1cccc(C(=O)N/N=C(/C)c2ccc(-n3ccnc3)cc2)c1	0	10	/	30	-6	2	-0.2	-9	-21	3.7	-37
COc1ccc(-n2cc(CN(C)CCO)c(-c3cccc(F)c3)n2)cc1	-9	1	-1	-5	5	3	-0.3	-44	0	-0.9	11
N=C1C(=O)OCC1c1ccccc1NC(=O)c1ccccc1 (stereo not drawn)	1	6	-6	5	-5	19	0.0	-6	-2	-2.0	-17
COc1cc(NC(=O)Nc2ccc(C)cc2)cc([N+](=O)[O-])c1	9	-157	0	-80	-2	21	1.0	-7	9	-1.3	-26
O=C(NCCC1=CCCCC1)C1CCN(S(=O)(=O)c2cccs2)CC1	15	-15	4	4	-4	-12	-0.2	10	3	-0.3	-22
NC(=S)Nc1ccc(Oc2ccc(NC(N)=S)cc2)cc1	-5	4	2	3	9	-3	-0.4	4	-10	-0.7	1
C[C@]12c3[nH]c4ccc(Cl)cc4c3CCN1C(=O)[C@@H](CC(=O)NCCCn1ccnc1)C[C@@H]2C(=O)N1CCCCC1	5	7	/	-16	-4	14	0.0	-3	-11	-0.1	-23
COc1ccc(C(=O)NCC(=O)OCCCOC(=O)CNC(=O)c2ccc(OC)c(OC)c2)cc1OC	5	2	-4	8	-10	1	-0.3	-10	-16	0.0	-1
Cc1cccc(N(C)C(=O)CN(C)S(=O)(=O)c2ccc3c(c2)c(=O)n(C)c(=O)n3C)c1	-1	13	0	4	-11	-4	-0.3	-3	4	0.2	13
CCCCC(=O)N1CCCC(c2nc(-c3cccc(OC)c3)no2)C1 (stereo not drawn)	-39	-216	-1	-196	8	-16	0.1	-33	4	-0.3	-82
O=C(N[C@@H](Cc1ccccc1)C(=O)NC1CC1)c1ccc(Cl)cc1	-10	-21	1	-21	0	19	0.0	-11	12	0.1	-36
CN1CCN(S(=O)(=O)c2ccc(-c3ccccc3)cc2)CC1	-2	-57	-2	-2	-15	-3	-0.2	-7	17	-1.3	-1
CCCN(CC(=O)Nc1ccccc1C)C(=O)c1cccc(S(=O)(=O)N2CCc3ccccc3C2)c1	57	22	-2	38	-9	17	2.6	19	-12	-0.5	16
COc1ccc(-c2nnc(C3CCN(S(=O)(=O)c4ccccc4)CC3)o2)cc1	2	8	4	13	11	9	-0.1	/	-1	-2.6	-15
COc1ccccc1N(C(=O)c1ccco1)C(C(=O)NC1CCCC1)c1ccc(N2CCOCC2)cc1 (stereo not drawn)	-5	13	2	15	2	31	0.0	2	8	0.2	-7
CCCSc1nnc(Sc2nnnn2-c2ccccc2)s1	50	37	4	68*	-35	82*	0.0	52	56*	-4.5	-15
CCn1nnc(NC(=O)c2ccc([N+](=O)[O-])o2)n1	-28	-29	4	25	0	7	0.6	42	68*	-1.9	-1
Fc1ccc(N2CCN(Cc3cnc(Cl)s3)CC2)cc1	0	0	1	14	1	11	-0.2	6	8	0.4	-2
O=C(OC1CCCCC1=O)c1ccc(F)c(S(=O)(=O)N2CCOCC2)c1 (stereo not drawn)	0	9	0	11	4	8	0.0	-1	-10	-0.4	-11
CCCCOc1ccc(C(=O)NN2C(=O)NC3(CCCCC3)C2=O)cc1OC	-16	13	0	1	-6	-8	0.3	-7	-5	-0.6	3
Cc1cccc(-c2nc(S(=O)(=O)c3ccc(F)cc3)c(NCCCN3CCOCC3)o2)c1	11	7	4	22	-4	78*	-0.2	-3	23	1.8	-20
COC(=O)N1CC(C)N(C(=O)OC)CC1C (stereo not drawn)	0	4	3	6	-2	10	3.3	-3	-8	2.6	-7
SMILES	Shn3 inh set2	HIF-2a block	NR2E3 ag-1	Peg3 prom inh	KKLEB tox	TWEAK-Fn14 inh	aDG glyco up	MITF TRPM1 inh	CF NFkB block	hiPSC survival	NR2E3 ag-2
CCOC(=O)/C(=N\Nc1ccc(C(C)=O)cc1)c1csc(Nc2ccccc2)n1	57	-32	1	-10	-9	-49	-0.2	11	-7	1.1	-19
Cc1cccc(NC(=O)CCS(=O)(=O)c2ccc3c(c2)NC(=O)CS3)n1	-4	12	-3	-5	-3	-8	0.2	11	-12	-0.4	18
COc1ccc(NC2CCCN(C(=O)CN3CCOC3=O)C2)cc1OC (stereo not drawn)	-4	-1	-4	-2	2	7	0.0	3	14	-0.3	-3
CCOC(=O)C(Sc1nnc(-c2ccncc2)o1)C(C)=O (stereo not drawn)	-32	16	2	1	12	-6	-0.1	-10	-2	2.1	0
CC(=O)Nc1ccc(S(=O)(=O)NCCCN2CCN(Cc3ccccc3)CC2)cc1Cl	13	13	-6	-9	4	4	0.0	-9	-1	-0.4	-16
COc1cccc(-n2nnc3c(=O)n(CC(=O)NCC4CCCO4)cnc32)c1 (stereo not drawn)	-12	12	-4	1	24	5	-0.1	/	0	0.9	-11
Cc1cccc(CNc2ncnc3ccc(-c4ccoc4)cc23)c1	-6	6	5	50*	-3	94*	1.0	1	70*	4.4	-98
COc1ccccc1C(=O)C1CCCN(Cc2ccc(Oc3ncccn3)cc2)C1 (stereo not drawn)	4	22	1	2	-5	19	0.0	8	-4	-0.5	-11
CCOCCCNC(=O)c1cccc(OC2CCN(S(C)(=O)=O)CC2)c1	-87	-236	1	-306	-6	-5	-0.1	-48	-7	-0.6	-91
COc1ccc(-c2nc(CS(=O)CC(=O)N3CCc4ccccc4C3)c(C)o2)cc1 (stereo not drawn)	28	-4	-4	-26	-13	-32	0.0	17	7	0.2	1
Cc1nnc(N=c2ssnc2Cl)o1	47	15	3	-6	16	19	2.3	52	-42	-2.6	9
COc1ccc(-n2c(CCc3ccccc3)n[nH]c2=S)cc1	1	15	2	0	-4	-9	0.4	-5	-3	1.4	11
CCC(CO)Nc1ncc([N+](=O)[O-])cc1C#N (stereo not drawn)	-8	14	-12	13	10	4	-0.1	4	-2	-1.7	-2
O=C(CCNS(=O)(=O)c1ccc(Br)s1)NC1CCCC1	-4	16	-2	2	-18	9	-0.1	-11	4	0.2	6
COc1ccc(C)cc1NC(=O)CN(c1ccccc1)S(C)(=O)=O	12	21	-3	18	-2	10	0.1	7	-2	-3.7	19
Oc1cccc(/C=N/N2CCN(C3c4ccccc4-c4ccccc43)CC2)c1	1	17	2	11	-4	1	0.2	2	8	0.3	-7
Nc1ccc(S(=O)(=O)Nc2nc(-c3ccccc3)cc(-c3ccccc3)n2)cc1	9	1	0	18	-8	-4	-0.1	8	-14	-0.6	-5
CCOc1ccc(S(=O)(=O)N(CC)CC(=O)N2CCCC2)cc1C	14	25	2	27	-6	15	-0.1	0	6	0.3	-8
CN(C)/C=N/c1nc2nccc(-c3cccnc3)n2n1	11	13	3	13	19	5	-0.4	14	-7	-0.8	-10
O=C(CN1C(=O)S/C(=C\c2ccccc2F)C1=O)Nc1ccccc1O	-3	0	2	-7	2	0	0.0	-10	-27	0.4	-41
CC1=C(C)CC(C(=O)NCc2ccc3c(c2)OCO3)C(C(=O)O)C1 (stereo not drawn)	-14	-1	4	10	-3	-7	-0.1	-3	10	2.5	-3
CC(=O)C1=C(N2CCCCC2)CCC1=O	-15	8	0	0	1	-20	0.1	-1	-1	-1.0	-52
Cc1ccc(CN2CCN(C(=O)C3CCCO3)CC2)cc1 (stereo not drawn)	14	5	3	28	26	0	-0.4	10	-13	0.4	8
CC(=O)NC(c1ccco1)c1cc(Cl)c2ccc(Cl)nc2c1O (stereo not drawn)	-23	12	2	28	2	29	0.0	-6	13	-1.9	-37
CCOC(=O)[C@@H]1[C@H]2COc3ccc(Br)cc3[C@@H]2N2C(=O)N(c3ccc(C(F)(F)F)cc3)C(=O)[C@]12C	5	10	1	2	-2	-5	0.0	-2	12	-0.7	-3
SMILES	Shn3 inh set2	HIF-2a block	NR2E3 ag-1	Peg3 prom inh	KKLEB tox	TWEAK-Fn14 inh	aDG glyco up	MITF TRPM1 inh	CF NFkB block	hiPSC survival	NR2E3 ag-2
OCCN(CCO)c1ccc(C(c2ccc(Cl)cc2)c2ccc(N(CCO)CCO)cc2Cl)c(Cl)c1	17	16	-2	21	15	29	-0.3	10	-7	0.6	-33
CC1(C)CC(=O)C(N=Nc2ccc(S(=O)(=O)N3CCCCCC3)cc2)=C(O)C1	-13	22	-2	-3	0	0	-0.1	15	16	-1.1	17
CCC(C)N(C(=O)Cn1nnc(-c2ccc(F)cc2)n1)C1CCS(=O)(=O)C1 (stereo not drawn)	6	6	0	2	-25	9	-0.1	5	11	-0.4	8
NS(=O)(=O)c1ccc(NCc2cnc3ccccc3n2)cc1	-31	-186	/	-247	13	28	-0.3	/	0	2.3	-37
O=C(Nc1cccnc1)c1cc2nc(C3CC3)cc(C(F)(F)F)n2n1	-16	-54	-1	-42	5	-18	0.0	-24	-4	-0.9	-5
O=C(NCc1ccc(F)cc1)c1cccnc1C(=O)O	-11	13	-2	23	-7	7	-0.1	/	12	0.9	-14
Cn1c(C(=O)NCc2cccs2)cc2oc3ccccc3c21	-55	-256	1	-272	18	-3	0.0	-38	-8	-1.7	-12
Cc1nnc(NC(=O)C(C)Sc2nnc(-c3ccco3)n2C(C)C)s1 (stereo not drawn)	-29	17	-4	1	4	10	0.3	-4	-4	-0.1	-11
COc1ccc(-c2cc(NC=O)c3ncc(-c4cccc(C(=O)NCCN(C)C)c4)n3c2)cc1	-3	-15	/	-8	9	-15	1.6	/	1	-3.5	-11
O=c1cc(-c2ccccc2)oc2cc(O)c(O)c(O)c12	-26	-234	/	-293	0	3	0.5	/	-12	-1.9	-110
Nc1nc(N)c2nc(-c3ccccc3)c(N)nc2n1	16	-22	3	-44	-3	3	-0.1	-9	4	-0.3	0
O=C(CCCc1ccccc1)Nc1nncs1	8	10	2	-9	5	-5	-0.1	10	-2	5.4	-10

Shown as a hit in CF NFkB block, of those listed so far:
| smiles | Shn3 inh set2 | HIF-2a block | NR2E3 ag-1 | Peg3 prom inh | TWEAK-Fn14 inh | aDG glyco up | MITF TRPM1 inh | CF NFkB block | NR2E3 ag-2 |
| --- | --- | --- | --- | --- | --- | --- | --- | --- | --- |
| CCCSc1nnc(Sc2nnnn2-c2ccccc2)s1 | 50 | 37 | 4 | 68* | 82* | 0.0 | 52 | 56* | -15 |
| CCn1nnc(NC(=O)c2ccc([N+](=O)[O-])o2)n1 | -28 | -29 | 4 | 25 | 7 | 0.6 | 42 | 68* | -1 |
| Cc1cccc(CNc2ncnc3ccc(-c4ccoc4)cc23)c1 | -6 | 6 | 5 | 50* | 94* | 1.0 | 1 | 70* | -98 |
